Cl transport mod: KCC2 (human) Cl- transport modulation; Q9H2X9; KCC2 cells, thallium flux FluoZin-2 fluorescence; B-score of Tl+ flux slope (higher = more flux/activation; lower = inhibition) at 10 µM; 2.2% of 190,000 active;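 active = thallium flux slope and its plate-corrected score both differing from the plate sample mean at a set confidence after two filtering rounds, in either direction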;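 note: slope of fluorescence scaled to starting intensity during 10 to 20 s after thallium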
thrombin 1536: inhibitors of human thrombin. 0.26% of 220,000 active. inhibition, % at 5 µM. AID 1046. P00734. alpha-thrombin, Boc-VPR-AMC fluorogenic substrate cleavage;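 active = inhibition at or above 40%; inactive = inhibition below 40%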;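 note: 0% = enzyme with no compound and 100% = wells without enzyme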
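signal = AMC fluorescence, 355/460 nm | material = human alpha-thrombin enzyme | control set = enzyme without compound as high, wells lacking enzyme as low | times = reaction at room temperature | read-out basis = percent inhibition scaled between no-compound controls and no-enzyme blanks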
p97 ATPase inh: human p97 ATPase inhibition | AID 1481 | 0.42% of 220,000 active | recombinant p97 ATPase, Kinase-Glo ATP luminescence, 3 h | P55072 | inhibition, % at 8 µM; in the data active = inhibition above about 15%;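 note: 0% = DMSO vehicle and 100% = wells lacking enzyme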
Furin inhibitor: human furin inhibition | P09958 | purified furin, fluorogenic substrate cleavage | inhibition, % at 30 µM | 0.061% of 220,000 active | AID 463115; in the data active = inhibition above about 25%; note: inactives centre near -15
PERK inhibitor: blocks human PERK kinase; 0.17% of 220,000 active; CHO PERK-DD fusion, SEAP luminescence translation reporter; inhibition, % at 5.6 µM; Q9NZJ5; AID 1416;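 active = inhibition above the mean inhibition of all tested compounds plus 3 SD, set separately per screening campaign, cut at about 2.9% in these data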;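 note: PERK kinase domain activated by AP20187 dimerizer at 100 nM; 0% = DMSO with dimerizer and 100% = rapamycin at 8.4 µM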
hK5 inh: kallikrein 5 (human) inhibition; Q9Y337; recombinant hK5, fluorogenic AMC substrate cleavage; inhibition, % at 5 µM; 0.59% of 210,000 active;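 active = inhibition of 40% or more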;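 note: 0% = enzyme controls without compound and 100% = no-enzyme blanks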
Target sequence (Q9Y337 67-293 limits assumed): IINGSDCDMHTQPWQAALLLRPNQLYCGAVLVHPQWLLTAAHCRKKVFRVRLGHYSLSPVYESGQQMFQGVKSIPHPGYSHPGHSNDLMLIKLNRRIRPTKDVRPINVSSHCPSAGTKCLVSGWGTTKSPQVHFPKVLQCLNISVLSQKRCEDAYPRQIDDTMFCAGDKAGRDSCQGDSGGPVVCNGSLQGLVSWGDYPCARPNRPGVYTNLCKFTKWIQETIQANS
FXIIa inh: inhibitors of human coagulation factor XIIa; P00748; purified FXIIa, Boc-QGR-AMC fluorogenic substrate, 2 h; inhibition, % at 5 µM; 0.3% of 220,000 active; AID 800; in the data active = inhibition above about 40%;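 note: 0% = enzyme with no compound and 100% = blank without enzyme; many of its hits are not listed in these tables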
Wee1 degr inh: inhibitors of human Wee1 degradation; AID 1321; 1.2% of 220,000 active; HeLa Luc-Wee1K328M stability, luciferase luminescence; 100% = proteasome inhibitor MG132 effect; reporter increase, % at 5 µM;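 active = activation above the mean of all tested compounds plus 3 SD, set per screening run, cut at about 8.8% in these data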;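 note: cells exposed to compound for 20 h before luminescence read; 0% = DMSO alone and 100% = MG132 at 30 µM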
Target sequence (P30291 whole entry K328M): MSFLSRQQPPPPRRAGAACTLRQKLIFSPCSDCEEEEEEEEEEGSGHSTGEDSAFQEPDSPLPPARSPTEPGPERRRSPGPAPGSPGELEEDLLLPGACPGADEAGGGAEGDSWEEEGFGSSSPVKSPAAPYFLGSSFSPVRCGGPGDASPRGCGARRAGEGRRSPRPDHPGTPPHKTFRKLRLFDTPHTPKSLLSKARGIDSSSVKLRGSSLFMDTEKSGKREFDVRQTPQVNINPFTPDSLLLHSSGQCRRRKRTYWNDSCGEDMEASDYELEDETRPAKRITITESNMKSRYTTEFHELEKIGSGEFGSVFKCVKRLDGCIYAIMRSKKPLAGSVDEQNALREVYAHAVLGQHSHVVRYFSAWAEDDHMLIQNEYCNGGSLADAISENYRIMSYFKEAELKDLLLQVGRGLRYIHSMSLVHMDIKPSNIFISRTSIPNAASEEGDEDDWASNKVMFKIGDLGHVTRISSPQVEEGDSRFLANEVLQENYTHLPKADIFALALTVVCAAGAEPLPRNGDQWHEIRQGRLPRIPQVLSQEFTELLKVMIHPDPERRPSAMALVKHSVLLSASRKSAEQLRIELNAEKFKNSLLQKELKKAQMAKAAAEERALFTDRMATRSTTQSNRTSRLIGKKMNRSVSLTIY
FXIa inh: inhibitors of human coagulation factor XIa. purified FXIa, Boc-Glu-Ala-Arg-AMC fluorogenic substrate. 0.14% of 220,000 active. inhibition, % at 5 µM;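 active = inhibition of at least 40%; inactive = inhibition below 40%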;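 note: fluorescence of freed AMC excited at 355 nm; 0% = enzyme without compound and 100% = no enzyme blank; many of its hits are not listed in these tables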
Active calls of the source: *; . = no result given; [ ] = remark or other dose.

Structure	Cl transport mod	thrombin 1536	p97 ATPase inh	Furin inhibitor	PERK inhibitor	hK5 inh	FXIIa inh	Wee1 degr inh	FXIa inh
C=C(C)Cn1c(SCC(=O)O)nnc1-c1ccc(OC)cc1	.	-1	2	-18[20 µM]	-1.0	-20	10	-1	-6
CC1CCC2C(=O)N(c3cccc(OS(=O)(=O)c4ccccc4)c3)C(=O)C2C1 (stereo not drawn)	-0.25	-18	3	-17	0.2	-9	2	1	0
Cc1ncc(C[n+]2csc(CCOC(=O)CC3C4CC5CC(C4)CC3C5)c2C)c(N)n1 (stereo not drawn)	.	3	2	-15	1.4	5	13	-3	0
CC(=O)c1ccc(NC(=O)COC(=O)CCc2ccc(S(=O)(=O)N3CCOCC3)cc2)cc1	.	-2	5	-19	0.1	-2	5	3	10
Cn1c(NNC(=O)c2ccccc2F)cc(=O)n(C)c1=O	-0.13	-8	10	-14	1.5	-4	3	1	-6
COc1ccccc1N1CCN(C(=O)C2CCCO2)CC1 (stereo not drawn)	-1.3	0	3	-27[20 µM]	0.8	-1	0	-2	-4
CCOC(=O)CN1C(=O)C(O)(CC(=O)c2ccc3c(c2)CCCC3)c2ccccc21 (stereo not drawn)	0.05	1	-7	-10[20 µM]	-0.7	-2	12	2	3
Cc1nnc(SCC(=O)NC2CCCCC2)n1C1CCCCC1	0.89	-2	-2	-18	0.0	-15	7	-1	1
Cc1cccc(NC(=O)CN(c2ccc(F)cc2)S(C)(=O)=O)c1	-0.12	2	-1	-11	0.1	-5	0	0	-6
Cc1ccc(Oc2ncccc2C(=O)NC2CCSC2=O)cc1 (stereo not drawn)	.	6	5	-8	0.6	-5	4	0	-6
CCOC(=O)COc1nc(C)c(Br)c(OC)n1	.	-5	-2	-9	0.3	15	7	-3	-3
C/C(=N\O)C(=O)NCc1ccncc1	.	1	8	-21	-0.1	-9	14	0	3
COc1cc2c(cc1OC)-c1nnc(-c3ccco3)n1C1(CCCC1)C2	-0.009	2	-4	-11[20 µM]	-0.5	-7	7	-2	0
CC1(C)CC(=O)C(C=Nc2cccc(/N=C/C3=C(O)CC(C)(C)CC3=O)n2)=C(O)C1	0.19	8	5	-1[20 µM]	0.1	13	11	-2	3
CC(=O)c1cccc(-n2c(CCC(=O)O)ccc2-c2cccs2)c1	-0.26	-22	1	-15[20 µM]	0.5	2	-11	4	-1
CC(C)c1ccccc1NC(=O)COC(=O)c1ccc(Cl)c(S(=O)(=O)N2CCCCCC2)c1	-1.2	-9	3	-9	0.9	-18	1	1	2
NNC(=O)CNC(c1ccccc1)c1cc(Br)ccc1NC(=O)c1ccc(Br)cc1 (stereo not drawn)	0.52	2	10	-28	-0.8	-3	13	-4	11
COc1ccc(Cl)cc1NC(=O)C(C)N(C)Cc1ccc(C(F)(F)F)cc1 (stereo not drawn)	0.15	-8	-1	-16	1.0	-6	13	1	3
Cn1c(=O)c(C(=O)CN2CCN(S(=O)(=O)c3ccccc3)CC2)c(N)n(Cc2ccccc2)c1=O	-0.6	-6	6	-8	-0.8	-24	6	4	2
O=C(NNC1=NCCC1)c1ccc(Br)cc1	1	-6	0	-18[20 µM]	-0.3	-7	10	-3	-6
CC(C)(C)NC(=O)C(c1ccc(O)cc1)N(C(=O)CCC(=O)Nc1nccs1)c1cccc(F)c1 (stereo not drawn)	1.4	-10	4	-26	1.8	9	7	-4	-1
COc1ccc(C)cc1S(=O)(=O)N(CC(=O)N1CCOCC1)Cc1ccccc1	.	1	-4	-19	-0.7	6	19	-3	9
CCC(C)[C@H](NC(=O)NC(C)C)C(=O)O (stereo partly drawn)	0.36	1	1	-8	0.1	-11	7	1	5
CCOC(=O)CN1C(c2ccc(O)cc2)Nc2ccc(Br)cc2C1c1ccccc1 (stereo not drawn)	0.49	0	6	-18	-0.1	-11	13	6	9
CC1(C)C(=O)OC(C(=O)c2ccc(C(C)(C)C)cc2)C(C)(C)C1=O (stereo not drawn)	.	-8	-2	-21[20 µM]	-1.4	-2	5	-1	-15
O=C(COc1ccccc1Cl)NC(=S)Nc1ccc(CN2CCOCC2)cc1	4.4	-1	0	-11	-0.1	-16	10	-3	8
COc1ccc(C2CC(=O)c3cnn(-c4nc(C)cc(C)n4)c3C2)cc1OC (stereo not drawn)	1.4	2	-13	-8	-1.7	4	11	-3	5
O=C(O)CCNC(=O)/C(=C/C=C/c1ccccc1)NC(=O)c1ccccc1	-0.034	-4	2	-11	0.4	.	3	3	-3
N#Cc1c(NCCO)ccc([N+](=O)[O-])c1NCCO	-0.9	4	4	-2	3.5*	8	12	0	7
Cc1cc(C(=O)Nc2ncn[nH]2)ccc1[N+](=O)[O-]	0.88	-1	8	-20	0.7	-13	10	5	11

11 entries from above, arranged by heavy-atom count, low to high:
Structure	Cl transport mod	thrombin 1536	p97 ATPase inh	Furin inhibitor	PERK inhibitor	hK5 inh	FXIIa inh	Wee1 degr inh	FXIa inh
CCC(C)[C@H](NC(=O)NC(C)C)C(=O)O (stereo partly drawn)	0.36	1	1	-8	0.1	-11	7	1	5
O=C(NNC1=NCCC1)c1ccc(Br)cc1	1	-6	0	-18[20 µM]	-0.3	-7	10	-3	-6
Cc1cc(C(=O)Nc2ncn[nH]2)ccc1[N+](=O)[O-]	0.88	-1	8	-20	0.7	-13	10	5	11
N#Cc1c(NCCO)ccc([N+](=O)[O-])c1NCCO	-0.9	4	4	-2	3.5*	8	12	0	7
CC1(C)C(=O)OC(C(=O)c2ccc(C(C)(C)C)cc2)C(C)(C)C1=O (stereo not drawn)	.	-8	-2	-21[20 µM]	-1.4	-2	5	-1	-15
COc1ccc(Cl)cc1NC(=O)C(C)N(C)Cc1ccc(C(F)(F)F)cc1 (stereo not drawn)	0.15	-8	-1	-16	1.0	-6	13	1	3
COc1ccc(C2CC(=O)c3cnn(-c4nc(C)cc(C)n4)c3C2)cc1OC (stereo not drawn)	1.4	2	-13	-8	-1.7	4	11	-3	5
COc1ccc(C)cc1S(=O)(=O)N(CC(=O)N1CCOCC1)Cc1ccccc1	.	1	-4	-19	-0.7	6	19	-3	9
CCOC(=O)CN1C(c2ccc(O)cc2)Nc2ccc(Br)cc2C1c1ccccc1 (stereo not drawn)	0.49	0	6	-18	-0.1	-11	13	6	9
CC(C)c1ccccc1NC(=O)COC(=O)c1ccc(Cl)c(S(=O)(=O)N2CCCCCC2)c1	-1.2	-9	3	-9	0.9	-18	1	1	2
Cn1c(=O)c(C(=O)CN2CCN(S(=O)(=O)c3ccccc3)CC2)c(N)n(Cc2ccccc2)c1=O	-0.6	-6	6	-8	-0.8	-24	6	4	2

The results go on.
Structure	Cl transport mod	thrombin 1536	p97 ATPase inh	Furin inhibitor	PERK inhibitor	hK5 inh	FXIIa inh	Wee1 degr inh	FXIa inh
Cc1nnsc1SCCNC(=O)Nc1ccc(Cl)cc1	-0.87	3	2	-29	0.0	-17	-4	2	2
Cc1ccc(OCc2n[nH]c(=S)n2-c2ccc(C)cc2)cc1	14*	-2	0	-20	0.5	.	10	-2	1
COc1ccc(OC)c2c(C)c(C)[nH]c12	1.6	-2	4	-10	1.9	0	5	-1	0
COc1ccc(-c2cc(C(F)(F)F)n3nc(C(=O)NCc4ccco4)cc3n2)cc1OC	0.0033	2	-2	0[20 µM]	-0.5	-28	7	-1	3
COC(=O)Nc1nn(-c2ccc(C)cc2)c(=O)c(C#N)c1C	.	5	-1	4	0.6	19	16	4	8
CCCNC(=O)Cc1ccsc1	0.34	1	-2	-30[20 µM]	1.2	-19	8	0	-1
C/C(=N\NC(=O)C1CC1)c1cccnc1	-0.09	-3	4	-10	1.2	-11	13	0	8
CCCC(C)C(=O)Nc1cc([N+](=O)[O-])ccc1Cl (stereo not drawn)	-0.82	-2	1	-16	0.3	3	7	1	0
CCCCN(CC)c1nc(N)c(C#N)c(CC#N)c1C#N	-0.64	-9	3	-23[20 µM]	-0.3	-22	2	0	4
COc1cccc(-n2c(SCC(=O)Nc3sc4c(c3C(N)=O)CCC4)nc3ccccc3c2=O)c1	-1.6	6	4	-25[20 µM]	-0.9	24	8	1	-5
Cc1ccnc2nc(C(=O)OCC(=O)c3c[nH]c4ccccc34)nn12	.	-8	2	-13	1.7	-3	2	1	-2
CSc1ccccc1C(=O)NC1CCCCCC1	0.05	0	5	-15[20 µM]	0.3	-13	27	14*	16
COC(=O)C(CCSC)NC(=O)CNS(=O)(=O)c1ccc(Cl)cc1 (stereo not drawn)	.	0	-3	1[20 µM]	-0.4	-23	9	1	-4
CCOC(=O)C1=C(c2cccc(Oc3ccccc3)c2)NC(=S)NC1C (stereo not drawn)	-0.82	-11	5	-3[20 µM]	-0.1	-18	1	5	-5
O=C(Nc1ccc(Cl)c(Cl)c1)Nc1nccs1	1	-4	-1	-25	0.8	0	10	14*	0
O=C(COc1ccccc1)NCC(=O)N/N=C/c1ccco1	-0.75	-1	2	-5	-0.5	-22	15	4	4
CC1=C(C)CC(C(=O)Nc2cccc(Cl)c2)C(C(=O)O)C1 (stereo not drawn)	-2.6	3	4	-17[20 µM]	1.1	-23	11	1	-6
c1ccc(N/N=C(\Cc2nc3ccccc3[nH]2)c2ccccc2)cc1	0.014	-5	1	-22	0.6	-6	17	0	9
CCCn1[nH]cc(SC)c(=O)c1=O	1.2	17	6	-8	0.2	122*	16	-1	6
CCOC(=O)C(CC)(CCC(=O)OC)c1csc(Nc2ccccc2O)n1 (stereo not drawn)	-2.8	66*	-7	-7	-0.1	19	21	0	21

2 of the compounds above, field by field.
Structure: COC(=O)C(CCSC)NC(=O)CNS(=O)(=O)c1ccc(Cl)cc1 (stereo not drawn)
  Cl transport mod: .
  thrombin 1536: 0
  p97 ATPase inh: -3
  Furin inhibitor: 1[20 µM]
  PERK inhibitor: -0.4
  hK5 inh: -23
  FXIIa inh: 9
  Wee1 degr inh: 1
  FXIa inh: -4
Structure: CCOC(=O)C1=C(c2cccc(Oc3ccccc3)c2)NC(=S)NC1C (stereo not drawn)
  Cl transport mod: -0.82
  thrombin 1536: -11
  p97 ATPase inh: 5
  Furin inhibitor: -3[20 µM]
  PERK inhibitor: -0.1
  hK5 inh: -18
  FXIIa inh: 1
  Wee1 degr inh: 5
  FXIa inh: -5

Next structures follow:
Structure	Cl transport mod	thrombin 1536	p97 ATPase inh	Furin inhibitor	PERK inhibitor	hK5 inh	FXIIa inh	Wee1 degr inh	FXIa inh
Cc1ccc(NC(=O)c2ccc(S(=O)(=O)NCC3CCCO3)cc2)cc1 (stereo not drawn)	0.065	-6	0	-14[20 µM]	1.4	1	-5	-2	-7
O=C(N/N=C/c1ccc(F)cc1)c1cc(-c2ccc3c(c2)OCO3)n[nH]1	0.25	4	3	-11	-0.4	-1	7	2	4
CCOc1cc(CNCc2ccncc2)cc(Br)c1OCc1ccccc1F	-0.92	-1	-4	-8[20 µM]	-1.3	-14	10	-4	1
CN(C)C(=O)N1CCC(C(=O)N2CCCC(C(=O)c3cccc4ccccc34)C2)CC1 (stereo not drawn)	-1.3	-3	3	-15	0.4	.	7	0	0
CC(=O)Nc1nc(N)n(-c2ccccc2)n1	0.36	-7	6	-16[20 µM]	0.3	-3	20	-1	2
Cc1cc(C(=O)CN2C(=O)NC3(CCC(C)CC3)C2=O)c(C)n1C (stereo not drawn)	0.15	-8	5	-21	-0.1	-5	3	-2	-3

Bioassay records deposited in PubChem by several laboratories.

Hits appear at their usual frequency (roughly 4.4% active in at least one column).
